# EZH2 inh = EZH2 (human) methyltransferase inhibition. PRC2 H3K27 methylation, DELFIA TRF, 1 h. hit rate 0.35% among 57,000. Q15910. inhibition, % at 12.5 µM;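 active = mean inhibition of replicates at least 50% and every single replicate also reaching 50%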;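 also: dimethyl H3K27 on biotinylated H3 21-44 peptide detected by antibody; plate controls were median neutral control wells for no effect and median positive control wells for full effect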
# IDH1 mut inh = IDH1 R132H (human) inhibition | O75874 | IDH1 R132H reductase, diaphorase/resazurin fluorescence, 60 min | inhibition, % at 10 µM | hit rate 0.18% among 70,000; in the data active = inhibition above about 34%;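 also: 0% = DMSO and 100% = no enzyme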
# Target sequence (O75874 whole entry R132H): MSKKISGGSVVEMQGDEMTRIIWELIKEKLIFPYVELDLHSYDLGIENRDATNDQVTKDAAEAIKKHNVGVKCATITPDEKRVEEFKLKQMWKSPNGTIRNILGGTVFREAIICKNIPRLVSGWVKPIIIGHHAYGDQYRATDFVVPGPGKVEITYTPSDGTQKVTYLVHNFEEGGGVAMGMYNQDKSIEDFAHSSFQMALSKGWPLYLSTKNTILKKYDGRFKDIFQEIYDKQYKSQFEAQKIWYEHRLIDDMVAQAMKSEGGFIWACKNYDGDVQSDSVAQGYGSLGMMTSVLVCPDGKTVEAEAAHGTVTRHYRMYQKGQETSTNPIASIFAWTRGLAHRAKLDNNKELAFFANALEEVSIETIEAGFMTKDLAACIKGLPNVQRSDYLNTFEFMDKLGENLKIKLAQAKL
# The depositor's hits bear a star; . = no result given.
SMILES,EZH2 inh,IDH1 mut inh
O=C(N[C@H]1CC[C@@H](CCNS(=O)(=O)c2ccc(F)cc2)O[C@@H]1CO)C1CCCC1,14,0.1
C[C@@H]1CN([C@@H](C)CO)C(=O)c2cc(C3=CCCCC3)cnc2O[C@@H]1CN(C)S(C)(=O)=O,3,.
CCCc1cn(CC[C@@H]2CC[C@H](NC(=O)CCN3CCCCC3)[C@@H](CO)O2)nn1,2,0.0
COc1ccc(NC(=O)Nc2ccc3c(c2)C(=O)N([C@@H](C)CO)C[C@@H](C)[C@@H](CN(C)C(=O)CCC(F)(F)F)OCCCC[C@@H](C)O3)cc1,.,0.8
C[C@@H]1CN([C@@H](C)CO)C(=O)c2cc(N(C)C)ccc2O[C@@H](C)CCCCO[C@@H]1CN(C)Cc1ccc(C(F)(F)F)cc1,.,-2.1
COc1cc(Br)c(/C=N/NC(=O)CCCCCCC(=O)O)cc1OC,7,1.4
CS(=O)(=O)N(CC(=O)Nc1ccc(F)c(F)c1)c1ccc(Br)cc1,-1,0.0
CC(C)(CO)Cc1cc(C(C)(C)C)c(O)c(C(C)(C)C)c1,8,0.8
COc1ccccc1C#Cc1cnc2c(c1)C(=O)N([C@@H](C)CO)C[C@@H](C)[C@@H](CN(C)C(=O)c1ccc3c(c1)OCO3)O2,-10,.
COc1cc2ccc(=O)oc2c(O[C@@H]2O[C@H](CO)[C@@H](O)[C@H](O)[C@H]2O)c1O,.,0.1
Cc1cc(C)c(C#N)c(SCC(=O)Nc2cc(C(F)(F)F)ccc2Cl)n1,5,-0.3
Cc1ccc(S(=O)(=O)Nc2c(C)[nH]c(=O)[nH]c2=O)cc1C,2,0.1
O=C(CN1CCOCC1)NCC[C@@H]1CC[C@H](NS(=O)(=O)c2ccc(F)cc2)[C@@H](CO)O1,12,0.2
C[C@@H]1CN([C@H](C)CO)C(=O)c2cc(NC(=O)CCC(F)(F)F)ccc2O[C@@H](C)CCCCO[C@H]1CN(C)C(=O)C1CCCCC1,.,0.0
Cc1cc(C(=O)Nc2cccc3c2O[C@H](CN(C)S(C)(=O)=O)[C@@H](C)CN([C@@H](C)CO)C3=O)n(C)n1,.,-0.9
C[C@@H]1CN([C@H](C)CO)S(=O)(=O)c2ccc(Br)cc2O[C@H]1CN(C)S(=O)(=O)c1ccc(F)cc1,0,-8.4
C[C@@H]1CN([C@@H](C)CO)C(=O)c2cc(NC(=O)CCN3CCOCC3)ccc2O[C@H]1CN(C)S(C)(=O)=O,-3,0.2
C[C@]12CC[C@H](O)CC1=CCC1C2CC[C@@]2(C)C1CC[C@@H]2C(=O)CO (some centres undefined),-10,.
COc1ccc(NC(=O)N(C)C[C@H]2Oc3ccc(NS(=O)(=O)c4ccc(C)cc4)cc3C(=O)N([C@H](C)CO)C[C@@H]2C)cc1,.,-1.2
COc1ccc(S(=O)(=O)N(C)C[C@H]2Oc3ccc(NC(=O)NC4CCCCC4)cc3C(=O)N([C@@H](C)CO)C[C@H]2C)cc1,.,-0.6
C[C@@H]1CN([C@@H](C)CO)C(=O)c2cccc(NC(=O)C3CCCCC3)c2O[C@H]1CN(C)C(=O)Nc1ccc(C(F)(F)F)cc1,-15,0.1
O=C(Nc1ccc(S(=O)(=O)Nc2nccs2)cc1)C1c2ccccc2Oc2ccccc21,41,-0.4
Cc1cc(N(CC(=O)Nc2ccc(F)c(F)c2)S(C)(=O)=O)ccc1Br,2,-0.9
C/C=C/c1ccc2c(c1)O[C@@H](CN(C)S(=O)(=O)c1ccc(F)cc1)[C@@H](C)CN([C@@H](C)CO)S2(=O)=O,1,-0.7
CC(C)(C)[S@@](=O)N1Cc2cc(C(=O)NCc3ccncc3)nc(-c3cccc(-c4ccc(C#N)cc4)c3)c2[C@H]1CCO,0,0.1
COc1ccc(NC(=O)Cn2nc(C)c([N+](=O)[O-])c2C)c(OC)c1,2,0.1
C[C@H](CO)N1C[C@H](C)[C@@H](CN(C)C)Oc2ccc(NC(=O)Nc3cccc4ccccc34)cc2CC1=O,.,-0.3
O=C(CC1NCCNC1=O)Nc1ccc(Cl)cc1 (centres undefined),0,0.5
COC(=O)[C@@]1(C)CC[C@]2(C(=O)O[C@@H]3O[C@H](CO)[C@@H](O)[C@H](O)[C@H]3O)CC[C@]3(C)C(=CCC4[C@@]5(C)C[C@H](O)[C@H](O[C@@H]6OC[C@@H](O)[C@H](O)[C@H]6O)[C@@](C)(CO)C5CC[C@]43C)[C@@H]2C1 (some centres undefined),-9,-0.4
C[C@@H]1CN([C@H](C)CO)C(=O)Cc2cc(NC(=O)C3CC3)ccc2O[C@@H]1CN(C)S(C)(=O)=O,3,.
C[C@@H]1CN([C@H](C)CO)S(=O)(=O)c2ccc(C3=CCCC3)cc2O[C@H]1CN(C)C,-3,-0.3
C[C@@H]1CN([C@H](C)CO)S(=O)(=O)c2ccc(-c3ccc(C(=O)N(C)C)cc3)cc2O[C@@H]1CN(C)C(=O)Nc1ccccc1F,6,0.4
COc1ccc(C)cc1NC(=O)CSc1nc2ccccc2s1,33,0.0
C[C@@H]1CCCCO[C@@H](CN(C)C(=O)NC2CCCCC2)[C@@H](C)CN([C@H](C)CO)C(=O)c2cc(NC(=O)CCCCCC(=O)Nc3ccccc3N)ccc2O1,9,.
CCOc1ccc2nc(SCC(=O)Nc3ccc(C)cc3C)[nH]c2c1,5,0.2
C[C@@H]1CN([C@H](C)CO)C(=O)c2cc(NC(=O)Nc3ccccc3)ccc2O[C@@H](C)CCCCO[C@@H]1CN(C)C(=O)c1ccccc1,.,-2.5
CCCN(C)C[C@@H]1Oc2cc(Br)ccc2S(=O)(=O)N([C@@H](C)CO)C[C@@H]1C,-20,0.2
C[C@@H]1CN([C@H](C)CO)C(=O)c2cc(NS(=O)(=O)c3cccs3)ccc2O[C@H]1CN(C)CC1CC1,-11,0.9
Cc1c(Cl)cccc1NC(=O)CN(c1ccccc1)S(C)(=O)=O,1,0.4
CO[C@@H]1CN(C)C(=O)c2ccc(NC(=O)c3ccccc3F)cc2OC[C@@H](C)N(C(C)=O)C[C@@H]1C,-3,0.2
O=C(C[C@H]1C[C@@H]2c3cc(NC(=O)CC4CC4)ccc3O[C@@H]2[C@H](CO)O1)NCc1ccncc1,-29,0.1
Cc1ccc(-c2cnc3c(c2)C(=O)N([C@@H](C)CO)C[C@H](C)[C@@H](CN(C)C)O3)cc1,-5,-0.4
CNC[C@@H]1Oc2ccc(NS(=O)(=O)c3ccc(Cl)cc3)cc2C(=O)N([C@H](C)CO)C[C@@H]1C,.,-0.2
C[C@@H]1CN([C@@H](C)CO)C(=O)c2cc(NC(=O)CCCCCC(=O)Nc3ccccc3N)ccc2O[C@@H]1CN(C)C(=O)Nc1ccccc1,-15,-0.5
CO[C@@H]1CN(C)C(=O)c2ccc(NC(=O)C3CC3)cc2OC[C@@H](C)N(C(=O)c2ccccn2)C[C@@H]1C,1,0.0
Cc1cc(C(=O)Nc2cccc3c2O[C@@H](CN(C)Cc2ccc(Oc4ccccc4)cc2)[C@H](C)CN([C@H](C)CO)C3=O)n(C)n1,-4,.
COc1ccc(S(=O)(=O)Nc2ccc3c(c2)C(=O)N([C@@H](C)CO)C[C@H](C)[C@H](CN(C)C(=O)Nc2ccc(C(F)(F)F)cc2)O3)cc1,.,1.7
C[C@H](CO)N1C[C@H](C)[C@@H](CN(C)C(=O)Nc2ccccc2)Oc2ncc(-c3cccnc3)cc2C1=O,11,-1.5
CO[C@H]1CN(C)C(=O)c2cc(NC(=O)Nc3cccc(Cl)c3)ccc2OC[C@H](C)N(C(=O)Nc2c(C)noc2C)C[C@H]1C,-3,0.1
CC(C)C#Cc1cnc2c(c1)C(=O)N([C@@H](C)CO)C[C@H](C)[C@H](CN(C)C(=O)c1cccnc1)O2,0,0.3
# Additional structures follow.
SMILES,EZH2 inh,IDH1 mut inh
O=C(C[C@H]1C[C@@H]2c3cc(NC(=O)c4cccnc4)ccc3O[C@@H]2[C@@H](CO)O1)NCc1ccccc1F,29,0.3
COc1cccc(NC(=O)N(C)C[C@@H]2Oc3ncc(/C=C/c4ccccc4)cc3C(=O)N([C@@H](C)CO)C[C@@H]2C)c1,-22,.
CO[C@H]1CN(C)C(=O)c2cc(NS(C)(=O)=O)ccc2OC[C@H](C)N(Cc2ccccc2)C[C@H]1C,3,0.3
CN(C)C(=O)C[C@H]1C[C@@H]2c3cc(NC(=O)c4ccc5c(c4)OCO5)ccc3O[C@@H]2[C@H](CO)O1,-4,-0.7
O=C(O)CCCCCC(=O)N/N=C/c1ccccc1Cl,17,-0.3
C[C@@H]1CN([C@H](C)CO)C(=O)c2cccc(NC(=O)c3nc4ccccc4s3)c2O[C@@H]1CN(C)Cc1ccc(-c2ccccc2)cc1,.,1.7
O=C(C[C@H]1CC[C@@H](NC(=O)Nc2ccc(C(F)(F)F)cc2)[C@H](CO)O1)NCc1cc(F)cc(F)c1,3,0.2
O=C(N[C@H]1CC[C@@H](CCNC(=O)C2CCCC2)O[C@@H]1CO)c1ccccn1,16,0.3
O=C(N[C@@H]1CC[C@H](CC(=O)N2CCc3ccccc3C2)O[C@@H]1CO)C1CCC1,-15,0.2
Cc1cc(C)c(C#N)c(SCCS(=O)(=O)c2nc3ccccc3s2)n1,-7,0.3

# Whole records from above. Order of values: EZH2 inh	IDH1 mut inh
# `C[C@@H]1CN([C@H](C)CO)C(=O)c2cccc(NC(=O)c3nc4ccccc4s3)c2O[C@@H]1CN(C)Cc1ccc(-c2ccccc2)cc1` is listed as .	1.7
# `CO[C@H]1CN(C)C(=O)c2cc(NS(C)(=O)=O)ccc2OC[C@H](C)N(Cc2ccccc2)C[C@H]1C` is listed as 3	0.3
# `Cc1cc(C)c(C#N)c(SCCS(=O)(=O)c2nc3ccccc3s2)n1` is listed as -7	0.3

# (cont.)
SMILES,EZH2 inh,IDH1 mut inh
COc1ccc(S(=O)(=O)Nc2ccc3c(c2)C(=O)N([C@H](C)CO)C[C@H](C)[C@@H](CN(C)S(=O)(=O)c2ccc(OC)cc2)O3)cc1,.,1.3
C[C@@H]1CN([C@H](C)CO)C(=O)c2cc(C#CCN(C)C)cnc2O[C@@H]1CN(C)C(=O)Cc1ccncc1,.,0.3
C[C@@H]1CN([C@@H](C)CO)C(=O)Cc2cc(NC(=O)Cn3cnnn3)ccc2O[C@H]1CN(C)Cc1ccc(Cl)c(Cl)c1,-24,0.0
C[C@@H]1CN([C@H](C)CO)C(=O)c2cccc(NC(=O)Nc3ccc(C(F)(F)F)cc3)c2O[C@H]1CN(C)C(=O)Nc1ccccc1,-5,.
CNC[C@H]1Oc2c(NC(=O)NC(C)C)cccc2C(=O)N([C@H](C)CO)C[C@@H]1C,-4,1.2
Cc1ccc(S(=O)(=O)Nc2cccc3c2O[C@@H](CN(C)CC2CC2)[C@@H](C)CN([C@H](C)CO)C3=O)cc1,-8,-1.3
C[C@@H]1CN([C@@H](C)CO)C(=O)c2cccc(NC(=O)c3ccc(-c4nccs4)cc3)c2O[C@@H]1CN(C)Cc1ccc(-c2ccccc2)cc1,.,0.3
O=C(O)CCCNS(=O)(=O)c1ccc(Br)s1,-1,2.5
C[C@H](CO)N1C[C@H](C)[C@H](CN(C)C(=O)Nc2ccc(F)cc2)Oc2ccc(NS(C)(=O)=O)cc2CC1=O,1,.
CO[C@H](CN(C)C(=O)c1ccccc1F)[C@@H](C)CN([C@H](C)CO)S(=O)(=O)c1ccc(C)cc1,-11,0.0
COc1ccc(S(=O)(=O)Nc2ccc3c(c2)C(=O)N([C@H](C)CO)C[C@H](C)[C@@H](CN(C)C)O3)cc1,-1,4.1
COc1ccc(S(=O)(=O)N(C)C[C@H]2OCCCC[C@H](C)Oc3ccc(NC(=O)NC4CCCCC4)cc3C(=O)N([C@H](C)CO)C[C@@H]2C)cc1,.,-0.5
CC(C)CN1C(=O)[C@@]2(c3ccc([N+](=O)[O-])cc3)CC(=O)N(CC3C4CC5CC(C4)CC3C5)[C@@H]2c2ccc(CO)cc21 (some centres undefined),-2,.
C[C@H]1CN([C@@H](C)CO)C(=O)c2cccc(NC(=O)Nc3ccc4c(c3)OCO4)c2O[C@@H]1CN(C)CC1CC1,.,-2.5
COC(=O)CCCCCCC(=O)N/N=C/c1nccs1,2,.
C[C@@H]1CN([C@H](C)CO)C(=O)c2cccc(NS(=O)(=O)c3ccccc3)c2O[C@@H]1CN(C)Cc1ccc(C(=O)O)cc1,.,1.3
COc1ccc(CN(C)C[C@@H]2OCCCC[C@@H](C)Oc3ccc(NS(=O)(=O)c4cn(C)cn4)cc3C(=O)N([C@@H](C)CO)C[C@H]2C)cc1,.,3.9
O=C(NCc1nc2ccccc2[nH]1)C1=C[C@H](c2ccc(Br)cc2)C[C@H](OCCCCO)O1,1,.
C[C@H]1CN([C@@H](C)CO)S(=O)(=O)c2ccc(Br)cc2O[C@H]1CN(C)C(=O)c1ccccc1F,-13,.
CCc1cccc(C)c1NC(=O)CN(C)S(=O)(=O)c1ccc(Br)cc1,4,0.1
C[C@H](CO)N1C[C@H](C)[C@H](CN(C)S(=O)(=O)c2ccc(C#N)cc2)Oc2ncc(C#Cc3ccc(C(F)(F)F)cc3)cc2C1=O,.,1.1

# 6 entries from above, with bars between the fields.
mol | EZH2 inh | IDH1 mut inh
C[C@]12CC[C@H](O)CC1=CCC1C2CC[C@@]2(C)C1CC[C@@H]2C(=O)CO (some centres undefined) | -10 | .
COc1ccc(NC(=O)N(C)C[C@H]2Oc3ccc(NS(=O)(=O)c4ccc(C)cc4)cc3C(=O)N([C@H](C)CO)C[C@@H]2C)cc1 | . | -1.2
COc1ccc(S(=O)(=O)N(C)C[C@H]2Oc3ccc(NC(=O)NC4CCCCC4)cc3C(=O)N([C@@H](C)CO)C[C@H]2C)cc1 | . | -0.6
C[C@@H]1CN([C@@H](C)CO)C(=O)c2cccc(NC(=O)C3CCCCC3)c2O[C@H]1CN(C)C(=O)Nc1ccc(C(F)(F)F)cc1 | -15 | 0.1
O=C(Nc1ccc(S(=O)(=O)Nc2nccs2)cc1)C1c2ccccc2Oc2ccccc21 | 41 | -0.4
Cc1cc(N(CC(=O)Nc2ccc(F)c(F)c2)S(C)(=O)=O)ccc1Br | 2 | -0.9

# Screening results (PubChem BioAssay)

# Only part of the results is shown; rates above refer to the full screens.
